Bioassay records as filed in PubChem BioAssay.
S1P4 antagonist = human S1P4 receptor antagonism | O95977 | S1P4-expressing cells, antagonist mode, reporter read-out | inhibition, % at 4.98 µM | hit rate 0.26% among 220,000 | AID 1510; in the data active = inhibition above about 29%;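 also: 0% = wells stimulated with agonist and 100% = vehicle wells without agonist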
CHOP inhibitor = blocks CHOP induction under ER stress; CHO-K1 CHOP-promoter luciferase, tunicamycin-induced, 15-18 h; inhibition, % at 10 µM; hit rate 3.8% among 220,000; AID 2732;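 active = compounds that reduced the stress-induced luciferase reporter signal by more than about 70% of percent inhibition, limit read from the data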;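 also: 0% = tunicamycin plus vehicle and 100% = wells without tunicamycin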
S1P4 ag = human S1P4 receptor agonism; AID 1509; O95977; hit rate 0.35% among 220,000; activation, % at 4.98 µM; S1P4-expressing cell line, agonist reporter assay; in the data active = activation above about 11%;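 also: 0% = DMSO vehicle and 100% = reference agonist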
EP2 mod = modulates human prostaglandin E2 receptor EP2 signaling. P43116. EP2-expressing cells, cAMP HTRF FRET, PGE2 co-stimulation. induction, % at 25 µM. hit rate 0.83% among 260,000;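 active = compounds whose cAMP rise, as percent of the full-agonist control response, exceeds 60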;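 also: rat C6 glioma line stably carrying human EP2 under a CMV promoter; the protocol text gives 20 µM as final concentration; 100% = response of wells given 1 µM PGE2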
Target sequence (P43116 whole entry, looked up): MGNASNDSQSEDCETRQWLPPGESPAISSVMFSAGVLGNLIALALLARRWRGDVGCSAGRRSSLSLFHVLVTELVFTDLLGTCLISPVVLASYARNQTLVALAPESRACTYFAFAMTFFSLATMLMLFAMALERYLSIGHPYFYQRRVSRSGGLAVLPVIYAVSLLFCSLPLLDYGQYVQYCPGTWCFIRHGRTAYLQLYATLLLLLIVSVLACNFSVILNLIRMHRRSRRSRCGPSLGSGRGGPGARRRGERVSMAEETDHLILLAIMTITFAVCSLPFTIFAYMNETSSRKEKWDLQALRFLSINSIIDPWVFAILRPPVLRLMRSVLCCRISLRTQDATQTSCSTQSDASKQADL
TRPN1 ag = activates the zebrafish TRPN1 channel; HEK293 zebrafish TRPN1-YFP, Fluo-8 calcium fluorescence; 100% = response to 87 µM carbachol; activation, % at 3 µM; hit rate 0.18% among 220,000; AID 1424;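 active = activation above its plate's cutoff, the mean activation of test wells on that plate plus 3 SD, cut at about 19% in these data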;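 also: 0% = DMSO alone and 100% = 87 µM carbachol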
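Material – zebrafish TRPN1-YFP in HEK293 cells · Doses – 3 µM single point · Schedule – dye 1 h 37 °C plus 30 min RT · Signal – Fluo-8 calcium fluorescence, excitation 470-495 nm, emission 515-575 nm · Read-out – % activation versus carbachol response · Control set – carbachol high, DMSO low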
NPY1 pot ag = potentiates or activates human NPY-Y1 receptor; P25929; NPY-Y1 expressing cells, potentiator/agonist activation; activation, % at 3.6 µM; hit rate 0.37% among 220,000; in the data active = activation above about 33%, passing the limit was not always enough;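 also: cells stimulated with NPY at EC10 then isoproterenol at EC100; 0% = low agonist plus stimulus and 100% = saturating agonist plus stimulus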
NPY-Y1 antag = antagonists of human neuropeptide Y receptor Y1; HEK293-CNG Y1 cells, membrane potential fluorescence; NPY at EC95, then isoproterenol; P25929; inhibition, % at 3.6 µM; AID 1040; hit rate 1% among 200,000;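 active = inhibition above the campaign mean inhibition of all tested compounds plus 3 SD, cut at about 20% in these data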;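 also: 0% = DMSO wells given NPY plus isoproterenol and 100% = isoproterenol alone without NPY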
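Material: HEK293 cells co-expressing NPY Y1 receptor and cyclic-nucleotide gated channel. Timing: compound incubation 1 h at room temperature, readout 45 min post-stimulation. Signal: fluorescence, membrane potential probe.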
NPY2 pot ag = human NPY-Y2 potentiation or agonism, primary screen; P49146; cells expressing NPY-Y2, potentiator/agonist read-out; activation, % at 3.6 µM; hit rate 0.45% among 220,000; in the data active = activation above about 27%;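 also: cells stimulated with NPY near EC25 plus isoproterenol at EC100; 0% = vehicle plus submaximal agonist and 100% = vehicle plus saturating agonist; some results beyond the cut were filed as inactive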
Target sequence (P49146 whole entry, looked up): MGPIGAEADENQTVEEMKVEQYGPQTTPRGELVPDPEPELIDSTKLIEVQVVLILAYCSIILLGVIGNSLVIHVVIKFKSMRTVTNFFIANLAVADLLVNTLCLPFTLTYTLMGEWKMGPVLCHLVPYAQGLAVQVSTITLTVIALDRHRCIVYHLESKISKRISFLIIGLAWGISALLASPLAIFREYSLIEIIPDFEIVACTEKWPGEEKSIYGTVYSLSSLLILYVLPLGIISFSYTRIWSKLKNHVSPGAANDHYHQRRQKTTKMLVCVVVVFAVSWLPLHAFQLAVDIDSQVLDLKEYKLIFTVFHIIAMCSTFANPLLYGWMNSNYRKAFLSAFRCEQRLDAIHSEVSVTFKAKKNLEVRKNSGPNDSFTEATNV
TRPML3 agonist = agonists of human TRPML3 channel. Q8TDD5. HEK293 TRPML3-YFP, Fluo-8 calcium fluorescence; 100% = the carbachol control signal. activation, % at 3 µM. hit rate 0.29% among 220,000. AID 1448;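 active = activation above its plate's cutoff, the mean activation of the plate's test wells plus 3 SD, cut at about 12% in these data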;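 also: 0% = DMSO only wells and 100% = carbachol wells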
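Test system: HEK293 cells stably carrying human TRPML3-YFP; Doses: single dose, 3 µM final nominal compound, 0.3% DMSO final; Schedule: dye loading 1 h 37 °C then 30 min ambient, 125 s read; Technique: Fluo-8 calcium fluorescence; Benchmarks: high control carbachol 87 µM, low control DMSO.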
Starred values were filed as active, the others as inactive; . = no result given; & = joins results of further samples.

Value order – S1P4 antagonist	CHOP inhibitor	S1P4 ag	EP2 mod	TRPN1 ag	NPY1 pot ag	NPY-Y1 antag	NPY2 pot ag	TRPML3 agonist
CCCS(=O)(=O)N1CCN(c2ccccn2)CC1
  7	12	2.4	-3	-0.4	-5	3	2	1.0
Cc1nn(C)c(C(=O)Nc2ccn(C34CC5CC(CC(C5)C3)C4)n2)c1[N+](=O)[O-]
  -22	36	-0.8	18	-0.8	22	-3	2	0.0
Cc1nnsc1Sc1ccccc1C(=O)O
  -18	-7	-0.6	11	-1.5	-8	3	6	0.9
COc1cc(C#N)ccc1OCC(=O)c1ccc2c(c1)OCCO2
  -8	1	-0.5	-17	1.2	-28	-9	-17	0.7
Cc1c(NC(=O)c2n[nH]c(=O)c3ccccc23)c(=O)n(-c2ccccc2)n1C
  -3	36	-0.3	22	-0.4	0	6	6	1.2
COC(=O)Nc1ccc(S(=O)(=O)N2CCCC(C(=O)NC3CCS(=O)(=O)C3)C2)cc1 (stereo not drawn)
  -17	28	0.5	10	1.0	4	-6	7	1.0
CCOC(=O)C1(CCOC)CCN(Cc2ccccc2-c2ccco2)CC1
  3	19	-1.7	13	-1.7	13	1	-7	-0.9
CC1CC(C(F)F)n2nc(C(=O)Nc3sc4c(c3C#N)CCC(C(C)(C)C)C4)nc2N1 (stereo not drawn)
  -22	21	1.1	30	-0.2	1	3	-14	0.4
CCN1CNC(=S)N(c2cccc(C)c2)C1
  4	22	-0.4	7	1.3	1	.	10	-0.7
COc1ccc(CCNC(=O)CN(c2ccccc2)S(C)(=O)=O)cc1
  -15	3	0.7	1	0.5	9	-5	-10	0.7
Fc1ccccc1OCCCCSc1ncccn1
  -11	15	-0.6	6	-2.0	1	2	-7	0.1
Cc1sc(NC(=O)CSC2=NCCS2)nc1-c1ccccc1
  -4	73*	-0.2	-14	-0.2	6	1	-4	0.6
C/C(Cl)=C\Cn1c(Nc2cccc(C)c2)nc2c1c(=O)n(C)c(=O)n2C
  -16	76*	-1.1	50	-2.6	5	-2	-2	-1.3
COc1cc2c(c(OC)c1OC)CC(=O)N(C)CC2
  -32	28	1.7	20	1.9	-26	0	23	1.0
Cc1cccc(NC(=O)c2ccc(NC(C)c3ccccc3)c([N+](=O)[O-])c2)n1 (stereo not drawn)
  13	45	-1.0	-31	1.5	0	-1	-8	0.1
COc1ccc(CNC(=O)c2ccccc2C(=O)O)cc1
  -2	36	1.4	28	0.8	-6	2	4	0.9
O=C(CSc1ncn[nH]1)CSc1ncn[nH]1
  -16	7	0.1	8	-0.9	12	8	10	0.8
CCN(Cc1ccccc1)C(=O)c1cc(COc2c(F)cccc2F)on1
  -15	-7	1.7	5	-1.8	1	.	-20	-0.9
Cc1nnc(SCc2nnc(-c3cccs3)o2)s1
  -1	15	2.3	18	0.8	-18	8	3	0.5
COC(=O)c1ccc(OS(=O)(=O)N(C)C)cc1
  -10	7	1.5	2	0.1	0	7	-2	1.0
COc1cc(NS(=O)(=O)c2ccc(NC(=S)NC(=O)/C=C/c3ccc(OC)c(OC)c3)cc2)ncn1
  5	79*	0.6	-91	1.3	-4	2	-6	1.4
N#CC1=C(N)Oc2n[nH]c(-c3cccnc3)c2C1c1cc(F)ccc1F (stereo not drawn)
  5	25	-0.5	15	0.6	2	5	14	0.3
N#Cc1nc(-c2ccccc2Cl)oc1N1CCOCC1
  0	1	-2.7	25	1.1	-18	0	-15	0.2
CCCCS(=O)(=O)Nc1ccc2c(c1)ncn2C1CCCCC1
  16	12	0.2	-18	0.9	-20	0	-22	0.5
O=C(NCCN1C(=O)S/C(=C\c2ccccc2F)C1=O)C1CCCN1C(=O)c1cccs1 (stereo not drawn)
  10	8	-2.8	0	-1.3	1	-5	2	-0.2
O=C(COc1ccc(Br)cc1Cl)NC1CCCCC1
  1	71*	0.5	-1	1.1	8	3	6	1.2
O=C1Nc2ccccc2S/C1=C/Nc1cccc(Cl)c1
  -10	64	-0.8	-30	-1.9	14	3	6	-0.6
O=[N+]([O-])c1cccc2ccc(/C=C/c3ccc(F)cc3)nc12
  -12	49	1.2	5	-0.6	-1	-1	1	-0.3
COc1ccccc1N1C(=O)C2C3C=CC(C3)C2C1=O (stereo not drawn)
  4	9	2.3	13	1.0	13	-6	-12	0.3
Cc1ccccc1-c1nc2ccccc2[nH]1
  -18	-15	-0.5	-35	-0.5	-38	3	4	0.0

2 entries drawn at random from the list so far, as already listed:
Value order – S1P4 antagonist	CHOP inhibitor	S1P4 ag	EP2 mod	TRPN1 ag	NPY1 pot ag	NPY-Y1 antag	NPY2 pot ag	TRPML3 agonist
COc1ccc(CCNC(=O)CN(c2ccccc2)S(C)(=O)=O)cc1
  -15	3	0.7	1	0.5	9	-5	-10	0.7
COc1ccc(CNC(=O)c2ccccc2C(=O)O)cc1
  -2	36	1.4	28	0.8	-6	2	4	0.9

Continuation:
Value order – S1P4 antagonist	CHOP inhibitor	S1P4 ag	EP2 mod	TRPN1 ag	NPY1 pot ag	NPY-Y1 antag	NPY2 pot ag	TRPML3 agonist
CN1CCN(C(=O)Nc2ccc([N+](=O)[O-])cc2)CC1
  -7	1	1.4	-9	5.4	15	.	24	1.5
COc1ccc(Oc2coc3cc(OC(=O)c4cncc(Br)c4)ccc3c2=O)cc1
  -8	26	0.5	7	2.0	-3	2	-1	0.7
O=C(NCCO)/C(=C\c1cccs1)NC(=O)c1cccs1
  -6	48	0.8	10	1.4	11	-4	0	-0.7
COC(=O)c1ccccc1NC(=O)CCc1ccccc1
  3	2	1.2	21	-1.7	-10	-4	5	-0.3
C=CCNc1nc(Cl)nc(Nc2ccc(OC)cc2OC)n1
  -40	8	2.5	-58	-0.5	14	1	2	0.8
O=S(=O)(c1ccccc1Cl)N1CCCC(c2nc(-c3cccnc3)no2)C1 (stereo not drawn)
  -4	0	0.6	10	1.6	-11	0	14	0.6
Cc1ccccc1C(=O)c1cccn1CC(=O)NCCC1=CCCCC1
  -20	2	3.6	22	-2.8	-22	9	-16	-0.8
O=C(NC(=S)Nc1ccc2oc(-c3ccncc3)nc2c1)c1ccccc1F
  -2	5	-1.4	13	0.2	7	-3	8	0.7
Cc1cc(C)c(S(=O)(=O)N2CCC(C(=O)NCc3ccc(Cl)cc3Cl)CC2)c(C)c1
  -1	66	-1.1	3	0.1	-6	0	-13	1.1
Cc1cc(C)nc(SCc2ccc(C(=O)N/N=C/c3cccc(O)c3O)cc2)n1
  -2	-5	-2.2	-22	-1.1	-12	11	-5	-0.5
COC(=O)c1ccc(N2CCN(S(=O)(=O)c3ccc(Br)cc3)CC2)c([N+](=O)[O-])c1
  -25	54	0.5	-21	0.0	2	-1	-2	0.4
CN1CCN(S(=O)(=O)c2ccc(N3CCN(S(=O)(=O)/C=C/c4ccccc4)CC3)nc2)CC1
  -2	67	-0.1	6	0.3	0	2	-3	-0.8
COC(=O)c1cc(C(=O)c2ccc(Cl)cc2Cl)cn1C
  -21	72*	-1.6	20	-2.7	-2	5	-6	0.0
COc1cc(OC)cc(C2=NC3(CCC(C)CC3)NC2=S)c1 (stereo not drawn)
  -10	-10	-0.9	32	-1.7	0	5	0	-1.2
Cc1cccc(C)c1OCC(=O)Nn1c(C)nc2ccccc2c1=O
  -5	0	-0.3	24	0.3	-26	4	-20	0.2
O=C(NCCCN1CCOCC1)C(=O)NCC1CCCO1 (stereo not drawn)
  -12	32	0.5	9	0.0	-6	2	-2	0.6
C=CCC(C(=O)c1ccccc1)[N+](C)(C)CC=C (stereo not drawn)
  -1	-3	1.6	20	1.5	4	6	-4	0.7
COC(=O)CNC(=O)C1CCN(C(=O)OCc2ccccc2)CC1
  -17	1	-0.6	30	0.1	-5	2	-7	0.0
C=C(C)Cn1c(SCC)nc2ccccc2c1=O
  -5	57	0.5	57&43	-2.6	-3	18	-3	0.2
COc1ccc(CCn2nnnc2CN2CCN(C(=O)c3ccco3)CC2)cc1OC
  -2	26	-0.8	15	-0.2	0	-1	-8	1.1
COc1ccc(NC(=O)CN(c2cc(C)cc(C)c2)S(=O)(=O)c2c(C)noc2C)cc1OC
  2	18	0.1	-3	1.5	11	3	19	0.2
CCN(CC)S(=O)(=O)c1ccc(C(=O)OCC(=O)NCCN2C(=O)CSC2=O)cc1
  -4	23	2.6	23	0.7	1	1	4	1.0
CCc1ccc(NC(=O)Cn2nc(C(F)(F)F)c3c2CCC3)cc1
  0	53	0.7	8	-0.2	-11	0	-1	-0.7
FC(F)(F)C1=CC(c2ccc(Cl)cc2)=NCCN1
  -18	-12	0.1	-11	0.6	3	5	-3	0.1
Cc1ccc(S(=O)(=O)N(C)Cc2ccc(C(=O)N/N=C/c3ccc(OC(F)F)cc3)cc2)cc1
  -9	19	1.3	0	0.6	13	1	-6	0.6
Cc1nc2c(c(N3CCOCC3)n1)OCC(=O)N2
  6	1	-2.6	-6	0.5	2	-2	4	-0.1
Cc1cc(C)c(C)c(S(=O)(=O)N2CCNCC2)c1C
  -14	4	0.7	15	0.3	-22	1	7	0.8
COc1ccccc1NS(=O)(=O)c1cc(NC(=O)CCNC(C)=O)ccc1C
  -23	5	0.8	-27	-1.4	17	1	1	0.8
FC(F)(F)c1cccc(Cn2nnnc2-c2cc(Cl)cc(Cl)c2)c1
  10	61	2.0	26	-2.4	-17	10	-26	-1.2
Cc1c(CCOC(=O)c2ccccc2)sc[n+]1Cc1ccccc1
  -31	-8	-0.4	21	0.7	-14	-4	7	0.2

Structural class, those above containing an NH in an aromatic ring.
Value order – S1P4 antagonist	CHOP inhibitor	S1P4 ag	EP2 mod	TRPN1 ag	NPY1 pot ag	NPY-Y1 antag	NPY2 pot ag	TRPML3 agonist
Cc1c(NC(=O)c2n[nH]c(=O)c3ccccc23)c(=O)n(-c2ccccc2)n1C
  -3	36	-0.3	22	-0.4	0	6	6	1.2
O=C(CSc1ncn[nH]1)CSc1ncn[nH]1
  -16	7	0.1	8	-0.9	12	8	10	0.8
N#CC1=C(N)Oc2n[nH]c(-c3cccnc3)c2C1c1cc(F)ccc1F (stereo not drawn)
  5	25	-0.5	15	0.6	2	5	14	0.3
Cc1ccccc1-c1nc2ccccc2[nH]1
  -18	-15	-0.5	-35	-0.5	-38	3	4	0.0

Part of the list above with just TRPML3 agonist:
canonical_smiles	TRPML3 agonist
COc1ccc(CNC(=O)c2ccccc2C(=O)O)cc1	0.9
O=S(=O)(c1ccccc1Cl)N1CCCC(c2nc(-c3cccnc3)no2)C1 (stereo not drawn)	0.6
